mIDH1 inhibitor = qHTS for Inhibitors of mutant isocitrate dehydrogenase 1 (IDH1): qHTS; IDH1-R132H enzyme, NADPH consumption, diaphorase/resazurin fluorescence; Potency, µM (highest dose often 76.6 µM), inactives show at the top dose activity change, negative = inhibition, usual class: inhibitors; hit rate 0.093% among 390,000; Isocitrate dehydrogenase [NADP] cytoplasmic (Homo sapiens), O75874; note: % is set by controls: 0 for no effect and ±100 for the full control effect; nearly all actives have a fitted effect of over 65% in size
Target sequence (O75874 whole entry R132H, stated change not applied): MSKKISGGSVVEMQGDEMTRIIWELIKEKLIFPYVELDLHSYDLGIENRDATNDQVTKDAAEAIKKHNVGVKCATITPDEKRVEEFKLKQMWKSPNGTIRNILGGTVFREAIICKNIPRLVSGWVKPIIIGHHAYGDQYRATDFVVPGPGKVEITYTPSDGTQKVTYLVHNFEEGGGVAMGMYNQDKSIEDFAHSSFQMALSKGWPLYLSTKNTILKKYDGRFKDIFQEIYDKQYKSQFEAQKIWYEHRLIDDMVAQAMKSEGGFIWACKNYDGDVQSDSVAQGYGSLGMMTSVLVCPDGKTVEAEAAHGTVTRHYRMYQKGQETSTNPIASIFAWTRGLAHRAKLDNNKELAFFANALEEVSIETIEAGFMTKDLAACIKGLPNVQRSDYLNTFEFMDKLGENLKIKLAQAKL
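IDH1-R132H (0.5 ug/mL dispensed) in pH 7.5 Tris buffer was preincubated 30 min with compound, then given a substrate mix of 0.016 mM NADPH and 2 mM alpha-KG for 80 min at room temperature; remaining NADPH was read by diaphorase/resazurin fluorescence.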
RGS4 inh = Inhibitors of Regulator of G Protein Signaling (RGS) 4: qHTS; Regulator of G-protein signaling 4 (Homo sapiens), P49798; Transcreener GDP fluorescence polarization, RGS4-accelerated GTP hydrolysis; Potency, µM (series often up to 114 µM), for the others: top-dose activity change, negative = inhibition, most hits filed as inhibitors; hit rate 0.039% among 390,000; AID 504845, 2011; note: % is set by controls: 0 for no effect and ±100 for the full control effect; nearly all actives have a fitted effect of over 75% in size; some results filed as inactive show a strong effect at the top dose
Target sequence (P49798 whole entry, looked up): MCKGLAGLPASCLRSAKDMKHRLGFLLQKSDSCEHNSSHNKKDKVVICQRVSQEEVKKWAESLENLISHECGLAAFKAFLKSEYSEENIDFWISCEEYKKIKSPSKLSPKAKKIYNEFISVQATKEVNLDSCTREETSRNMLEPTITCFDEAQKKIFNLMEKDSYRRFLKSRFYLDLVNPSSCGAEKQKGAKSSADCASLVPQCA
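MLSMR compounds (23 nl, pin-transferred) preincubated 10 min at room temperature with a 500nM (2x) first reagent, then RGS4 at 900nM (2x) plus Transcreener GDP mix added; fluorescence polarization (620/688 nm) read before and after 90 min at 30 °C.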
rTrxR1 inhibitor = qHTS Assay for Inhibitors of Mammalian Selenoprotein Thioredoxin Reductase 1 (TrxR1): qHTS. hit rate 1% among 390,000. Potency, µM (titrated, usually from 114 µM), for inactives: top-dose activity change, negative = inhibition, actives largely listed as inhibitors. recombinant rTrxR1, NADPH fluorescence consumption, selenite substrate. Thioredoxin reductase 1, cytoplasmic (Rattus norvegicus), O89049; note: % is set by controls: 0 for no effect and ±100 for the full control effect; nearly all actives have a fitted effect of over 65% in size
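Rat TrxR1 (90 nM in the dispensed reagent) was pre-reduced with 400 uM NADPH for 5 min at room temperature, then incubated with compound for 15 min. After 400 uM selenite was added, NADPH fluorescence (Ex 340/Em 450 nm) was followed for 8 min.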
TrxR1 substrate = qHTS Assay for Substrates of Mammalian Selenoprotein Thioredoxin Reductase 1 (TrxR1): qHTS. purified TrxR1 substrate turnover, NADPH consumption readout. hit rate 0.01% among 390,000. Potency, µM (top dose mostly 114 µM), for the others: at the top dose activity change, negative = substrate turnover; note: % is set by controls: 0 for no effect and ±100 for the full control effect; nearly all actives have a fitted effect of over 50% in size
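Rat TrxR1, dispensed at 90 nM, was prereduced with 400 uM NADPH (final) for 5 min at ~22 deg C, then incubated with compound 15 min before 400 uM selenite. A first-read NADPH fluorescence drop versus no-compound background flagged substrates.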
Vif-A3F inh = qHTS for Inhibitors of Vif-A3F Interactions: qHTS; Potency, µM (top dose mostly 46.1 µM), for inactives: top-dose activity, negative = active; HeLa A3F-eYFP + Vif (tagged APOBEC3F with the HIV-1 protein that degrades it), YFP fluorescence increase; hit rate 0.2% among 390,000; AID 602313, 2012; note: % of control where 0% means no effect; nearly all actives have a fitted effect of over 65% in size
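HeLa cells stably expressing Vif plus C-terminally eYFP-tagged A3F were seeded, incubated overnight at 37 deg C, dosed with compound, incubated overnight again at 37 deg C. Yellow fluorescence (Ex 488/Em 500-530) reported blocked Vif-mediated A3F-eYFP degradation.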
RXFP1 agonist = qHTS Assay for Agonists of the Relaxin Receptor RXFP1; HEK293T-RXFP1 cAMP TR-FRET, 30 min; response scale: percent of porcine relaxin response, buffer zero; Potency, µM (titrated, usually from 57.5 µM), inactives show top-dose activation, actives largely listed as activators; hit rate 0.3% among 370,000; note: % is set by controls: 0 for no effect and ±100 for the full control effect; nearly all actives have a fitted effect of over 60% in size; many of its hits are not listed in these tables
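HEK293 cells stably expressing RXFP1, treated 30 min at 37C with compounds plus PDE4 inhibitor Ro 20174; cAMP measured by HTRF TR-FRET. Normalized to buffer and 29 nM porcine relaxin; EC50 by Hill fit.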
USP1-UAF1 inh = Inhibitors of USP1/UAF1: Primary Screen | Potency, µM (top dose mostly 57.1 µM), without a hit: at the top dose activity change, negative = inhibition, actives largely listed as inhibitors | Ubiquitin carboxyl-terminal hydrolase 1 (Homo sapiens), O94782 | AID 743255, 2014 | hit rate 0.23% among 390,000 | recombinant USP1/UAF1, Ub-Rhodamine cleavage fluorescence; note: % is set by controls: 0 for no effect and ±100 for the full control effect; nearly all actives have a fitted effect of over 60% in size; inactives centre near -12
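High-throughput fluorogenic screen: 1nM USP1/UAF1 complex, Ub-Rho substrate 150nM final, 50mM HEPES pH 7.8 with 0.5mM EDTA, 0.1 mg/ml BSA, 1mM TCEP and 0.01% Tween-20.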
Vif-APOBEC3G blk = qHTS for Inhibitors of Vif-A3G Interactions: qHTS | Potency, µM (top dose mostly 46.1 µM), without a hit: at the top dose activity, negative = active, hits mostly inhibitors | HeLa A3G-eYFP + Vif (tagged APOBEC3G with the HIV-1 protein that degrades it), YFP fluorescence, overnight | hit rate 0.076% among 410,000;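 note: % is set by controls: 0 for no effect and ±100 for the full control effect; nearly all actives have a fitted effect of over 60% in size; hits raise eYFP signal because A3G escapes Vif-driven loss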
Target sequence (Q9HC16 whole entry, looked up): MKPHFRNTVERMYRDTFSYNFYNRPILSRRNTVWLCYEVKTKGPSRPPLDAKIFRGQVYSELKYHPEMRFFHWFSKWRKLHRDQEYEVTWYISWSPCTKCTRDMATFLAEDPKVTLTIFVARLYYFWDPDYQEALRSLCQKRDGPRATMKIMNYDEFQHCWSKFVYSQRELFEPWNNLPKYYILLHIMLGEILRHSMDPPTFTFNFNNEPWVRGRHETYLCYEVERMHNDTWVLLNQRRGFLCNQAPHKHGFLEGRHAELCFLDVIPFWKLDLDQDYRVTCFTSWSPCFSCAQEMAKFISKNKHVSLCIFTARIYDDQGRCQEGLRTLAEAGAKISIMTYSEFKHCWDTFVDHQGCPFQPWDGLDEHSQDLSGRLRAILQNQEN
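Read-out is eYFP fluorescence (Ex 488/Em 500-530) from Vif-expressing HeLa A3G-eYFP cells; more signal means A3G escaped Vif-mediated degradation. Cells plated overnight, compound pinned in, incubated overnight at 37 deg C.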
ALOX12 inh = Primary qHTS assay for inhibitors of human arachidonate 12S-lipoxygenase (ALOX12): Round 2; Polyunsaturated fatty acid lipoxygenase ALOX12 (Homo sapiens), P18054; purified 12hLO, xylenol orange hydroperoxide absorbance; Potency, µM (series often up to 108 µM), for the others: at the highest dose activity change, negative = inhibition, hits mostly inhibitors; hit rate 1.1% among 580,000; note: % is set by controls: 0 for no effect and ±100 for the full control effect
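Purified human 12hLO at 150 nM in 25 mM Hepes, 0.01% Triton X-100, pH 7.0, preincubated 15 min at room temperature with compound. Reaction started with 40 uM arachidonic acid, 30 min at room temperature. Hydroperoxide measured by Fe-xylenol orange, 573/405 nm absorbance ratio.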
Active calls of the source: *; ? = inconclusive; · = not tested or not shown; & = joins results of further samples; [ ] = dose if it differs, or a comment. Calls come from the whole dose curve; as a rule, active = well fitted curve in the direction sought with a large enough effect; inconclusive = small, poorly fitted or top-dose-only effect, or another doubt; inactive = no such curve, though single readings can be large; an effect the other way counts as inactive or inconclusive. Potency is the fitted concentration of half-maximal effect.

SMILES	mIDH1 inhibitor	RGS4 inh	rTrxR1 inhibitor	TrxR1 substrate	Vif-A3F inh	RXFP1 agonist	USP1-UAF1 inh	Vif-APOBEC3G blk	ALOX12 inh
CC1(NC(=O)N2CCCCC2)CCS(=O)(=O)C1 (stereo not given)	4.1%	27.7%	5.8%	-3.8%	0.6%	0.8%	-3.7%	3.8%	0.0%
Cc1ccccc1NC(=O)NNC(=O)c1ccc2ccccc2c1	-1.3%	20.3%	21.9%	3.6%	1.0%	1.3%	-27.5%	-4.1%	480.4%[activator]
O=C(CCc1nnc(Cc2ccc3c(c2)OCO3)o1)N(CC1CCC1)CC1CCCO1 (stereo not given)	7.0%	16.7%	-9.2%	3.1%	-17.9%	0.9%	-7.0%	0.9%	-2.4%
Cc1nn(C)c(Cl)c1/C=C/C(=O)O	-0.1%	-4.1%	15.3%[57.1 µM]	-8.6%	-0.2%	0.8%	-8.5%	2.3%	-11.9%
CCc1cccc(NC(=O)Cn2nc(-c3ccc(OC)cc3)ccc2=O)c1	9.2%	-18.9%	28.3%[57.1 µM]	6.2%[57.1 µM]	6.3%	-0.8%	-21.0%	-1.1%	-17.3%
COc1cccc(NC(=O)N2CCCc3ccccc32)c1	20.2%	-10.8%	4.6%	0.2%	-12.8%	1.7%	-9.8%	-0.2%	-3.3%
Cn1c(CCNC(=O)c2ccco2)nc2cc(NC(=O)c3ccccc3Cl)ccc21	7.5%	-4.1%	-6.6%	13.2%	-3.1%	-0.7%	-7.6%	2.3%	-16.8%
Cc1ccc2occ(CC(=O)Nc3ccc(S(N)(=O)=O)cc3)c2c1	0.0%	-2.6%	-9.5%	8.8%	-2.1%	7.1%	9.1%	3.2%	?
COCCCNC(=O)c1cccc(C(=O)NCCCOC)c1	1.8%	21.5%	30.1%	14.7%	-8.3%	3.1%	-5.9%	0.0%	-1.8%
Cc1ncc([N+](=O)[O-])n1CCOC(=O)c1ccccc1	4.5%	-2.7%	-1.0%	-3.6%	-6.8%	-0.7%	-8.8%	1.6%	-20.7%
COc1cc(OC)c(/C=N/NC(=O)c2ccncc2)cc1Br	-4.5%	8.2%	15.9%[57.1 µM]	-4.4%	-10.4%	-1.0%	-14.6%	5.8%	3.2%
Cc1cccc(C)c1NC(=O)CCCn1nc(C)c2c(C)n(-c3ccccc3)nc2c1=O	-1.3%	-9.7%[56.9 µM]	15.1%[57.1 µM]	2.3%[57.1 µM]	6.3%	0.5%	-24.4%	0.3%	?
O=C(Nc1nc2ccc(S(=O)(=O)N3CCCC3)cc2s1)C1CCCCC1	-4.0%	-26.7%	-11.5%	-7.0%	-1.5%	0.7%	-9.0%	?	-11.7%
N#Cc1ccccc1OCC(=O)OCC(=O)c1c[nH]c2ccccc12	5.4%	14.5%	7.7%	-1.4%	-2.0%	1.7%	-14.9%	4.7%	?
O=C(CSc1nc2c(oc3ccccc32)c(=O)n1CC1CCCO1)NCc1ccccc1 (stereo not given)	2.5%	11.1%	18.4%	6.7%	1.2%	-1.0%	-22.3%	-3.6%	-2.1%
CC(=O)NC(CC(=O)Nc1ccc(S(=O)(=O)Nc2nccs2)cc1)c1ccccc1 (stereo not given)	6.6%	-10.0%	0.4%	-3.9%	-8.6%	-0.8%	-9.0%	-2.5%	?
Cc1ccccc1N(CC(=O)O)S(C)(=O)=O	-0.5%	17.3%	-8.1%	-12.1%	-1.3%	-0.7%	0.0%	0.6%	38.7%[activator]
Cc1ccc2[nH]c3c(=O)n(CCN4CCNCC4)cnc3c2c1	-2.2%	23.5%	-23.6%	9.1%	-5.8%	-2.5%	-2.3%	1.0%	0.0%
COC(=O)c1cn(C)c2ccc(S(=O)(=O)N3CC(C)CC(C)C3)cc2c1=O (stereo not given)	-1.5%	8.3%	13.9%	7.0%	-1.5%	?	-6.8%	-3.9%	-24.5%
c1csc(-c2nnc(NC3CCCCC3)c3ccccc23)c1	1.7%	9.5%	-5.0%	1.1%	3.9%	-1.3%	-24.3%	-0.5%	-14.3%
Cc1ccccc1CSc1nncn1N	9.7%	7.3%	-9.6%	-5.2%	5.6%	0.0%	-10.8%	-8.6%	14.7%
CSc1nc(N(C)NC(=O)c2ccc(Cl)cc2)c2ccccc2n1	46.5µM*	0.5%	6.2%	0.9%	-7.9%	3.0%	-10.5%	?	117.3%[activator]
O=C(NCCc1ccccc1)c1cc(-c2ccco2)on1	1.2%	5.1%	14.2%	12.1%	-13.0%	1.0%	-15.7%	2.4%	-14.8%
CC(C)(C)NC(=O)CSc1nncn1NCc1c(Cl)cccc1Cl	0.5%	19.6%	-8.3%	-5.1%	·	1.8%	-3.0%	0.4%	8.7%
Cn1c(SCC(=O)N/N=C/C=C/c2ccco2)nc2ccccc21	2.1%	?	44.7µM*	-12.8%	1.7%	2.8%	-15.7%	-3.9%	-21.1%
Cc1ccc(-n2c3c(c(=O)[nH]c2=O)C(NS(=O)(=O)c2ccc(Cl)cc2)(C(F)(F)F)C(=O)N3)cc1 (stereo not given)	1.1%&5.2%	13.2%&-14.2%	-1.8%&-20.6%	-6.0%&-13.4%	0.2%&0.6%	0.1%&-1.2%	3.1%&-9.6%	5.8%&-0.2%	-22.8%&-13.0%
COc1ccc(Cn2ccnc2SCC(=O)NC2CCCC2)cc1	5.4%&0.0%	31.1%&-10.4%	-5.9%	-9.2%	-11.6%&-11.1%	-2.9%&-3.0%	-6.2%&-2.7%	-0.6%&1.3%	-16.9%&-16.7%
CCCCN(CC)Cc1c(O)ccc2c3c(c(=O)oc12)CCC3	6.3%	-7.2%	?	·	-9.2%	21.7%	-16.2%	1.1%	0.0%
COc1ccc(C2(c3ccc(OC)cc3)NC(=O)N(Cn3nnc4ccccc4c3=O)C2=O)cc1	-4.9%	4.4%[11.4 µM]	1.9%	-3.1%	-10.5%	0.1%	-3.6%	-6.7%	0.2%
Cc1c(NS(=O)(=O)c2cc(C(=O)NCCc3ccc(F)cc3)cc(Cl)c2Cl)c(=O)n(-c2ccccc2)n1C	0.0%	6.7%	20.8%	0.2%	-1.0%	1.6%	-10.2%	-0.1%	-9.7%
O=C(CSc1n[nH]c(=O)n1C1CC1)c1ccc(F)cc1	-2.4%	-1.0%	31.3%	4.9%	-6.9%	0.6%	-17.8%	2.1%	0.0%
COc1ccc(S(=O)(=O)Nc2cc(C(=O)NC3CCCCCC3)ccc2N2CCOCC2)cc1	3.4%	-2.4%	16.1%	1.0%	-8.1%	2.2%	-14.7%	-0.3%	·
COc1cccc(NC(=O)Nc2cc(-c3cn4cccnc4n3)ccc2OC)c1	-14.2%	20.3%	9.4%	5.1%	5.6%	6.8%	-24.5%	-13.8%	-9.0%
CCc1ccc(/C=C2/C(=O)N(C)C(=S)N2CC(=O)OC)s1	26.7%	4.5%	7.3%	-2.0%	-17.0%	1.4%	-8.3%	-6.6%	-22.6%
CC(C)Cn1c(C23CC4CC(CC(C4)C2)C3)n[nH]c1=S	0.8%	-44.9%	-12.0%	-1.1%	6.6%	5.6%	-21.6%	-0.2%	28.2µM*
O=C1CN(C(=O)CNCc2ccc(Cl)cc2)c2ccccc2N1	4.1%	15.9%[56.9 µM]	14.4%[57.1 µM]	9.2%[57.1 µM]	5.5%	1.7%	-3.6%	-0.7%	?
Cc1ccc(C(=O)NCc2ccncc2)cc1S(=O)(=O)N1CCOCC1	2.6%	-1.5%	6.1%	1.2%	0.2%	11.5%	-14.6%	-0.2%	-8.1%
CSc1nc2sc3c(c2c(=O)n1C)CCC3	-4.6%	10.4%	30.9%	2.7%	-5.1%	0.8%	-18.6%	-8.9%	?
O=C(Oc1ccccc1C(=O)Oc1ccccc1)c1cccnc1	-2.4%	1.7%	18.9%	9.3%[0.0914 µM]	0.8%	0.2%	-20.0%	-2.9%	0.0%
CC(C)(C)C(=O)Nc1ccc(/C=C/C(=O)c2ccco2)cc1	-0.1%	-14.3%	-44.9%	8.9%[57.1 µM]	?	-0.8%	-17.8%	-21.1%	0.0%
CCn1c(O)c(C(C#N)=C2N=c3ccccc3=N2)c2ccccc21	2.0%	-10.3%	6.1%	-3.3%	-5.7%	-0.7%	-9.9%	0.0%	2.7%
CCOC(=O)C1(C)C=C(Nc2ccc(OC)cc2)C(=O)N1c1ccc(OC)cc1 (stereo not given)	1.6%	-4.7%	-11.3%	0.2%	-1.3%	0.5%	-21.5%	-1.6%	-1.8%

The list is partial (hit frequency here may not be typical).
